IMPase cell inh – qHTS Assay for Identifying the Cell-Membrane Permeable IMPase Inhibitors. inhibition (IP1 accumulation), % at 46.1 µM. 120,000 tested, under 10 active. Inositol monophosphatase 1 (Rattus norvegicus), P97697. AID 901, 2007. CHO-M1 cells, IP1 accumulation, HTRF TR-FRET ratio; active means well fitted curve in the direction sought with a large enough effect in the signal ratio, not every such curve was filed as active; inconclusive means small, poorly fitted or top-dose-only effect, or a change in a side signal; inactive means no such curve, though single readings can be large or run the other way; the % refers to the signal ratio;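 further: cells stimulated with carbachol in lithium chloride buffer; plate controls were DMSO basal wells for no effect and reference inhibitor wells for full effect; higher means more IMPase inhibition seen as more IP1 and lower FRET ratio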
Target sequence (P97697 whole entry, looked up): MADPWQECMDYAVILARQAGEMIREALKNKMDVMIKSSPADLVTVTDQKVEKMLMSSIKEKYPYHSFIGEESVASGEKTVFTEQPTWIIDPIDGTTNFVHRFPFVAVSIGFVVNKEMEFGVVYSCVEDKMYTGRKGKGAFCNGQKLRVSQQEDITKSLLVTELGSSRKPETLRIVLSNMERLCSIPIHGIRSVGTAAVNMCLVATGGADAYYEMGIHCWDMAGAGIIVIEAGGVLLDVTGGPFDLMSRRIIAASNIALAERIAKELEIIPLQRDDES
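Measured: the HTRF emission ratio (665/620 nm) plus the 620 nm donor channel, each fitted to the Hill equation to give AC50. Cells were CHO-M1 given compounds up to 46 uM and a 30 min carbachol stimulation at 37C.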
Active calls of the source: *; ? = inconclusive.

no.	smiles	IMPase cell inh
1	COc1ccc(N2CCN(CC(O)COc3ccc(C(C)(C)C)cc3)CC2)cc1 (centres undefined)	-1
2	O=C(CSc1nnc(CNC(=O)c2c(F)cccc2Cl)o1)Nc1ccccc1F	13
3	CS(=O)(=O)N(CC(=O)NCCSc1ccccc1)c1cc(C(F)(F)F)ccc1Cl	13
4	Cc1ccc2oc3c(c(=O)c2c1)C(c1ccccc1F)N(c1ccccn1)C3=O (centres undefined)	-15
5	CN1CCc2c(sc3c2C(=O)NC(c2ccc(OC(=O)c4ccc(Cl)cc4)cc2)N3)C1 (centres undefined)	-6
6	CCOc1ccccc1Nc1nc(-c2ccc(C)cc2)c(CC(=O)O)s1	2
7	Cc1ccc(Cl)cc1NC(=O)Nc1c(C)n(C)n(-c2ccccc2)c1=O	-5
8	Cc1ccccc1Nc1c(-c2ccc(N3CCOCC3)cc2)nc2ccc(Cl)cn12	-7
9	COc1ccc(Nc2nnc(-c3ccc(C)c(S(=O)(=O)NCc4nc5ccccc5[nH]4)c3)c3ccccc23)cc1	2
10	COc1cccc(-c2nc(SCC(=O)NCC3CCCO3)c(-c3ccc(Cl)cc3)[nH]2)c1 (centres undefined)	10
11	CC1=C(C#N)C(NC(=O)c2ccccc2)(C(F)(F)F)C(=O)N1 (centres undefined)	?
12	N#C/C(=C\c1ccc(-c2ccc(C(=O)O)cc2)o1)C(=O)Nc1ccccc1C(=O)O	1
13	COc1ccccc1-c1c(C)nn2c(C(F)(F)F)cc(-c3ccccc3)nc12	1
14	CCOc1ccc(S(=O)(=O)N(CC(=O)NCc2ccccc2OC)c2ccccc2)cc1	2
15	Cc1cccc(-n2c3nc(=O)[nH]c(=O)c-3cc3c(Cl)cccc32)c1C	-5
16	COc1cccc(-c2nc3c(c(C)nn3-c3ccccc3)c3cc(OC)c(OC)cc23)c1	-7
17	Cc1cc(NC(=O)CN(c2cccc(C)c2C)S(=O)(=O)c2ccccc2)ccc1Br	14
18	CC1CCN(C(=O)c2c(NC(=O)c3ccccc3F)sc3c2CCC(C(C)(C)C)C3)CC1 (centres undefined)	4
19	CCc1ccccc1NC(=O)Cn1c(=O)n(CCCS(=O)(=O)C2CCCCC2)c(=O)c2ccccc21	4
20	CCn1c(=N)c(C(=O)NC2CCCC2)cc2c(=O)n3cc(C)ccc3nc21	-3
21	CCOC(=O)c1cccc(NC(=O)COc2ccc3c(C)cc(=O)oc3c2)c1	-2
22	COC(=O)c1ccc(NC(=O)CN(Cc2ccccc2)S(=O)(=O)c2ccc(Cl)cc2)cc1	5
23	O=C(Nc1ccc2oc(-c3ccccc3F)nc2c1)c1ccccc1Cl	-9
24	Cn1c(=O)n(C)c2cc(N3CCOCC3)c(NS(=O)(=O)c3ccc(C(C)(C)C)cc3)cc21	-2
25	COc1cc2nc(Nc3cccc(C)c3)nc(N)c2cc1OC	11
26	COc1ccc(CNC(=O)CSc2nc(-c3ccc(OC)cc3)cc(C(F)(F)F)n2)cc1	?
27	CCOC(=O)C(Cc1c[nH]c2ccccc12)NC(=O)COc1ccc(CC)cc1 (centres undefined)	-3
28	COCCCn1c(=N)c(C(=O)NCc2cccnc2)cc2c(=O)n3cccc(C)c3nc21	-1
29	CCOC(=O)C1CCCN(CC(=O)Nc2cc(C)c3c(=O)oc4ccccc4c3n2)C1 (centres undefined)	7
30	COc1ccc(NS(=O)(=O)c2ccc(NS(=O)(=O)c3ccc4c(c3)OCCO4)cc2)cc1	?
31	CCCCn1c(NCc2ccc(N(C)C)cc2)nc2ccccc21	?
32	CCOC(=O)c1ccc(NS(=O)(=O)c2ccc3c(c2)OCCO3)cc1	4
33	Cc1nnc2c3ccccc3nc(N3CCN(c4ccccc4)CC3)n12	6
34	Cc1ccc(N2CC(c3nnc(Cc4ccc(Cl)cc4)o3)CC2=O)cc1 (centres undefined)	4
35	COc1ccc(-c2nc3ccccc3n3c(-c4cccc(C)c4)c4c(=O)n(C)c(=O)n(C)c4c23)cc1	0
36	Cc1ccccc1CNC(=O)C(C)N(c1ccccc1)S(C)(=O)=O (centres undefined)	9
37	CCc1ccccc1Nc1nc2ccccc2c2nncn12	-1
38	CCC1CCc2nc3sc(C(=O)Nc4ccc(F)c(F)c4)c(N)c3cc2C1 (centres undefined)	-2
39	Cc1ccn2c(Nc3ccc4c(c3)OCCO4)c(-c3cccs3)nc2c1	4
40	COc1ccc(OCCn2cc(C(=O)c3ccco3)c3ccccc32)cc1	6
41	COc1ccc(C(=O)Nc2c(C(=O)c3ccccc3)oc3ccccc23)cc1	-7
42	COc1ccc(/C=C/C(=O)Nc2nc3n(n2)C(c2ccccc2)C=C(c2ccc(Cl)cc2)N3)cc1 (centres undefined)	3
43	COc1ccc(Br)cc1[C@@H]1Nc2ccc(C(=O)O)cc2[C@@H]2C=CC[C@@H]21	-6
44	COc1ccc(Cl)cc1NC(=O)CCc1nc(-c2ccccc2F)no1	4
45	COc1ccccc1OC(C)C(=O)Nc1c(C(=O)c2ccc(Cl)cc2)oc2ccccc12 (centres undefined)	-5
46	Cc1ccccc1C(=O)Nc1sc2c(c1C(=O)NCc1ccco1)CCC(C(C)(C)C)C2 (centres undefined)	5
47	CCOCCCn1c(=N)c(S(=O)(=O)c2ccc(C)cc2)cc2c(=O)n3ccccc3nc21	13
48	CCNc1nc(NC(C)CC)nc(Oc2ccc(OCC)nn2)n1 (centres undefined)	6
49	COCCCNC(=O)CSc1nc(-c2ccccc2)[nH]c1-c1ccc(C)cc1	-1
50	Cc1ccccc1OCC(=O)Nc1sc2c(c1C(=O)OC(C)C)CCCC2	-11
51	O=C(Nc1ccc(F)c(Cl)c1)C1CCN(C(=O)c2ccc(F)cc2)CC1	4
52	CC(C)c1ccc(OCC(=O)Nc2c(C(=O)c3ccc(F)cc3)oc3ccccc23)cc1	7
53	Oc1ccc(NCc2ccccc2OCc2ccc(Cl)cc2)cc1	25
54	COc1ccc(CCNC(=O)c2ccc(Nc3nc4ccccc4n4nnnc34)cc2)cc1OC	-8
55	Cc1cccc(Nc2nnc(-c3ccc(C)c(S(=O)(=O)NCC4CCCO4)c3)c3ccccc23)c1 (centres undefined)	6
56	Cn1c(=O)c2c(-c3ccccc3)n3c4ccccc4nc(-c4ccccc4)c3c2n(C)c1=O	6
57	CC1CCc2c(sc(NC(=O)C3c4ccccc4Oc4ccccc43)c2C(=O)OC(C)C)C1 (centres undefined)	-18
58	CCc1cccc(OCC(=O)Nc2ccc(S(=O)(=O)Nc3cc(C)nc(C)n3)cc2)c1	2
59	CCCOC(=O)c1c(NC(=O)c2nc3ncccn3n2)sc(C(=O)OCC)c1C	-6
60	Cc1cccc(C(=O)Nc2cc3c(cc2N2CCOCC2)n(C)c(=O)n3C)c1	?

The list continues.
no.	smiles	IMPase cell inh
61	O=C1OC(C(=O)Nc2cccc(Br)c2)Cc2ccccc21 (centres undefined)	-2
62	Cc1cccc(C(=O)Nc2sc3c(c2C(=O)NCc2ccco2)CCCC3)c1	9
63	CCNc1c(NC(=O)c2cc(OCC)c(OCC)c(OCC)c2)c(=O)oc2ccccc12	9
64	Cc1cccc(C)c1OCc1nc2c3c(-c4ccccc4)c(-c4ccccc4)oc3ncn2n1	-2
65	Cc1cccc(N(CC(=O)Nc2ccccc2C(F)(F)F)S(=O)(=O)c2ccccc2)c1C	0
66	CCCOc1ccc(-c2nn(-c3ccccc3)cc2C2NC(=O)NC(C)=C2C(=O)OC)cc1C (centres undefined)	1
67	Cc1ccc(C)c(NC(=O)C(=O)NCCCN2CCOCC2)c1	5
68	Cc1ccc(S(=O)(=O)c2nc(-c3cccc(C)c3)oc2N2CCCCC2)cc1	-4
69	COc1ccc(C(=O)c2sc3nc(-c4ccc(F)cc4)ccc3c2N)cc1	2
70	COc1ccc(OCc2nc3ccccc3n2C(C)c2ccccc2)cc1 (centres undefined)	0
71	COCCNC(=O)CSc1nc(-c2ccccc2)[nH]c1-c1ccc(OC)cc1	1
72	CCOc1ccc(-c2cc(OC(=O)c3ccc(F)cc3)c3c(C)oc(C)c3c(=O)c2)cc1	3
73	CCCCn1c(NCc2ccc(OC)cc2O)nc2ccccc21	-2
74	Cc1cccc(C)c1NS(=O)(=O)c1ccc(NS(=O)(=O)c2ccc3c(c2)OCCO3)cc1	-1
75	Cc1ccc(SCCNC(=O)CN(c2cccc(C)c2C)S(C)(=O)=O)cc1	-2
76	COc1ccc(N2CCN(CC(O)COc3c(OC)cccc3OC)CC2)cc1 (centres undefined)	7
77	CCOC(=O)c1c(NC(=O)/C=C/c2ccc(OC)c(OC)c2)sc(C(C)=O)c1C	-9
78	Cc1ccc(C(=O)c2oc3ccccc3c2NC(=O)Cc2ccccc2)cc1	-12
79	Cc1ccc(C)c(NC(=O)C(C)N(c2ccccc2)S(C)(=O)=O)c1 (centres undefined)	?
80	Cn1c(=O)oc2cc(S(=O)(=O)Nc3ccccc3O)ccc21	-10
81	CCOC(=O)c1cc(OC(=O)c2ccc(Cl)cc2)n(-c2ccccc2)n1	-2
82	COc1ccc(NC(=O)C(C)N(c2ccccc2)S(C)(=O)=O)cc1 (centres undefined)	1
83	CCCC(=O)N(c1ccc2oc(-c3ccccc3)c(C(=O)OCC)c2c1)S(=O)(=O)c1ccc(C)cc1	-7
84	CCc1ccc(-c2nc(SCC(=O)NCCOC)c(-c3ccc(C)cc3)[nH]2)cc1	1
85	Cc1ccc(-n2c3c(cc(C(=O)Nc4ccccc4C(N)=O)c2=O)C(=O)CC(C)(C)C3)cc1	-1
86	Cc1cc2c(cc1C)C(c1cccc(OC(C)C)c1)CC(=O)N2 (centres undefined)	10
87	CCNS(=O)(=O)c1cc(-c2nnc(Nc3cccc(C(F)(F)F)c3)c3ccccc23)ccc1C	3
88	COc1ccc(-c2cc(C(F)(F)F)nc(SCC(=O)N3CCCCC3)n2)cc1	?
89	COC(=O)c1c(C)oc2ccc(N(C(=O)c3ccncc3)S(=O)(=O)c3c(C)cc(C)cc3C)cc12	-4
90	CCOc1cc(C2c3c(oc4ccc(F)cc4c3=O)C(=O)N2Cc2ccc(C)cc2)ccc1O (centres undefined)	-11

Gathered by group, the entries above containing a thiophene ring, fused or not
no.	smiles	IMPase cell inh
5	CN1CCc2c(sc3c2C(=O)NC(c2ccc(OC(=O)c4ccc(Cl)cc4)cc2)N3)C1 (centres undefined)	-6
18	CC1CCN(C(=O)c2c(NC(=O)c3ccccc3F)sc3c2CCC(C(C)(C)C)C3)CC1 (centres undefined)	4
38	CCC1CCc2nc3sc(C(=O)Nc4ccc(F)c(F)c4)c(N)c3cc2C1 (centres undefined)	-2
39	Cc1ccn2c(Nc3ccc4c(c3)OCCO4)c(-c3cccs3)nc2c1	4
46	Cc1ccccc1C(=O)Nc1sc2c(c1C(=O)NCc1ccco1)CCC(C(C)(C)C)C2 (centres undefined)	5
50	Cc1ccccc1OCC(=O)Nc1sc2c(c1C(=O)OC(C)C)CCCC2	-11
57	CC1CCc2c(sc(NC(=O)C3c4ccccc4Oc4ccccc43)c2C(=O)OC(C)C)C1 (centres undefined)	-18
59	CCCOC(=O)c1c(NC(=O)c2nc3ncccn3n2)sc(C(=O)OCC)c1C	-6
62	Cc1cccc(C(=O)Nc2sc3c(c2C(=O)NCc2ccco2)CCCC3)c1	9
69	COc1ccc(C(=O)c2sc3nc(-c4ccc(F)cc4)ccc3c2N)cc1	2
77	CCOC(=O)c1c(NC(=O)/C=C/c2ccc(OC)c(OC)c2)sc(C(C)=O)c1C	-9

Next section:
no.	smiles	IMPase cell inh
91	Cc1ccc(C)c(N2CCN(C3(c4ccccc4)C(=O)c4ccccc4C3=O)CC2)c1	7
92	Cc1ccc(NC(=O)c2sc3nc(-c4ccncc4)ccc3c2N)cc1	-9
93	Cc1ccc(C)c(NC(=O)CCOc2ccccc2)c1	-4
94	COc1ccc(NC(c2ccc(F)cc2)c2nnc(-c3ccccc3Cl)o2)cc1Cl (centres undefined)	16
95	COc1cc(C2c3c(oc4ccccc4c3=O)C(=O)N2c2ccccn2)cc(OC)c1OC (centres undefined)	0
96	Cc1ccc2c(c1)C(C)(c1ccccc1)CC(C)(C)N2C(=O)c1ccc(F)cc1 (centres undefined)	-9
97	COc1ccccc1C(=O)Nc1ccc(S(=O)(=O)Nc2ncccn2)cc1	-7
98	CC(C)c1ccccc1NC(=O)Cn1cnc2c1c(=O)n(C)c(=O)n2C	-3
99	CCOC(=O)c1[nH]c2c(c1Cc1ccccc1)C(=O)CC(c1ccc(OC)cc1)C2 (centres undefined)	12
100	COc1ccc(-c2nc(S(=O)(=O)c3ccc(C)cc3)c(N3CCCCC3)o2)cc1	-3
101	COc1ccc(-c2cc(C(F)(F)F)nc(SCC(=O)NCc3ccc(F)cc3)n2)cc1	-9
102	Cc1ccc(-c2nc3ncccc3o2)cc1NC(=O)c1ccccc1Br	9
103	CCOc1cc(C(=O)Nc2cc3c(cc2N2CCOCC2)n(C)c(=O)n3C)cc(OCC)c1OCC	16
104	Cn1c(-c2ccc(S(=O)(=O)N3CCCC3)cc2)csc1=Nc1ccc(Cl)c(Cl)c1	-7
105	Cc1ccc2oc3c(c(=O)c2c1)C(c1ccc(O)cc1)N(c1nc(C)c(C)s1)C3=O (centres undefined)	-5
106	CCOC(=O)c1ccc(NC(=O)c2cc3c(n(-c4ccc(C)cc4)c2=O)CC(C)(C)CC3=O)cc1	-1
107	CCc1ccc(OCC(=O)N(Cc2ccc(Cl)cc2)C2CCS(=O)(=O)C2)cc1 (centres undefined)	-2
108	Cn1c(=O)c(=O)n(C)c2cc(N3CCCC3)c(NC(=O)c3ccccc3F)cc21	2
109	CC(=O)c1sc(N2C(=O)c3oc4ccccc4c(=O)c3C2c2ccc(C)cc2)nc1C (centres undefined)	0
110	CCCCNc1nc2c(c(=O)n(C)c(=O)n2C)n1CC(O)COc1ccccc1C (centres undefined)	7
111	COc1ccc(NS(=O)(=O)c2ccc3nc(-c4ccccc4)[nH]c3c2)cc1	7

A portion of the library. The share of hits here may be higher or lower than overall.
